Assay outcomes deposited in PubChem by National Center for Advancing Translational Sciences (NCATS).
HP1b binding inh = inhibitors of HP1-beta chromodomain binding to methylated histone tails. AID 540317. P83916. AlphaScreen HP1-beta / biotin-H3K9me3 peptide binding. Potency, µM (highest dose often 114 µM), without a hit: at the highest dose activity change, negative = inhibition, most hits filed as inhibitors. actives 0.56% (n = 390,000); also: potency is read from the fitted curve at half-maximal effect; nearly all actives have a fitted effect of over 70% in size; inactives centre near 23
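HP1-beta protein (50 nM final) preincubated 30 min at room temperature with biotinylated H3(1-18)K9me3 peptide (50 nM) in PBS pH 7.4, 0.01% Tween-20, then compound added for 30 min. AlphaScreen streptavidin donor/nickel chelate acceptor beads (10 ug/mL final), 30 min dark, luminescence read.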
ALOX12 inh = blocks human arachidonate 12S-lipoxygenase; P18054; purified 12hLO, xylenol orange hydroperoxide absorbance; Potency, µM (highest dose often 108 µM), without a hit: top-dose activity change, negative = inhibition, hits mostly inhibitors; actives 1.1% (n = 580,000); also: potency is read from the fitted curve at half-maximal effect; % is scaled to controls: 0 for no effect and ±100 for the full control effect
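Hydroperoxide product was detected by ferrous iron/xylenol orange as the 573 to 405 nm absorbance ratio. Arachidonic acid at 40 uM (final) was turned over for 30 min at room temperature by 150 nM human 12hLO, pH 7.0 Hepes buffer, after 15 min compound preincubation.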
JMJD2A Tudor = blocks the human JMJD2A Tudor domain | O75164 | AlphaScreen JMJD2A-Tudor / H3K4me3 peptide binding | Potency, µM (top dose mostly 114 µM), without a hit: at the top dose activity change, negative = inhibition, usual class: inhibitors | actives 4.4% (n = 390,000); also: potency is read from the fitted curve at half-maximal effect; % is scaled to controls: 0 for no effect and ±100 for the full control effect; nearly all actives have a fitted effect of over 50% in size
GLS inh = blocks human kidney-isoform glutaminase activity. O94925. GLS enzymatic activity, qHTS titration. Potency, µM (series often up to 45.5 µM), without a hit: top-dose activity change, negative = inhibition, actives largely listed as inhibitors. actives 0.21% (n = 410,000). AID 624170; also: potency is read from the fitted curve at half-maximal effect; % is scaled to controls: 0 for no effect and ±100 for the full control effect
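hKGA in 45 mM KH2PO4 pH 8.2, 0.02% Tween-20 with pin-transferred compounds; 1 mM L-glutamine (stock) plus glutamate oxidase/HRP/Amplex Red coupling added. Fluorescence read initially and after 30 min at RT.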
PI4K2A block = blocks human PI4K2A kinase activity. Q9BTU6. purified PI4K2A, ADP-Glo luminescence, 1 h; stronger effect = lower value. activity change, negative = inhibition, % at 76.9 µM. actives 0.13% (n = 420,000); in the data active = activity change below about -50%; inconclusive = mostly about -30% to -49%;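 also: -100% = wells without enzyme as full effect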
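Compounds are screened against recombinant PI4K2A using PI as substrate and ATP, the latter dispensed at 300 microM. Reactions run one hour at ambient temperature before ADP-Glo detection; full inhibition defined by wells lacking enzyme.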
ERG Ets-DNA blk = blocks human ERG Ets domain binding to DNA; fluorescence polarization, His-ERG Ets domain / labelled DNA; Potency, µM (doses to about 76.9 µM), for the others: at the top dose FP activity, negative = inhibition, hits mostly inhibitors; actives 0.028% (n = 370,000); AID 624246; active = well fitted inhibition curve with a large enough effect in the polarisation, with a control signal flat; inconclusive = small, poorly fitted or top-dose-only effect, or effect the other way, or a change in a side signal; inactive = no such curve, though single readings can be large or run the other way; the % refers to the polarisation;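 also: polarization taken with two DNA probes labelled with fluorescein and Texas red; potency is read from the fitted curve at half-maximal effect; % of control where 0% means no effect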
Target sequence (P11308 whole entry, looked up, the tested form may be a part): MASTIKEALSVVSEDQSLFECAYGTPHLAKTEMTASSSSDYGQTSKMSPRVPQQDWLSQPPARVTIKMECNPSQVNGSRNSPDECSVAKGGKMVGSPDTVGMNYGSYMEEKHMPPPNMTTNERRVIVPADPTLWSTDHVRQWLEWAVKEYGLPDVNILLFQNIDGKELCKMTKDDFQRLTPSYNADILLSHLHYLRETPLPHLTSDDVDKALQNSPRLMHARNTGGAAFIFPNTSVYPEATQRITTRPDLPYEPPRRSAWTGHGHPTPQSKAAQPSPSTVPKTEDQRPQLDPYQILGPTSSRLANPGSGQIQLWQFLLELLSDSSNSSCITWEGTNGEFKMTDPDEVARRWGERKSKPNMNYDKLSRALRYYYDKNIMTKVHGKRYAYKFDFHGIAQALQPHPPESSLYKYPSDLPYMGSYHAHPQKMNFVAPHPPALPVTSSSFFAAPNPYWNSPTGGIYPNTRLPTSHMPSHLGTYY
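His-tagged ERG Ets domain (1 uM in the protein solution; 300mM KCl, 50mM Tris-HCl, 1mM EDTA, 1mM DTT, pH 7.5) received compound, then a probe mix of 5 nM fluorescein-DNA and 100nM Texas-615-DNA. Fluorescence polarization was read for both dyes.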
G9a block = inhibitors of human histone lysine methyltransferase G9a. G9a H3K9 monomethylation, AlphaScreen, 2 h. Potency, µM (series often up to 102 µM), inactives show at the top dose activity, negative = inhibition, usual class: inhibitors. actives 8.8% (n = 350,000). AID 504332; also: potency is read from the fitted curve at half-maximal effect; % is scaled to controls: 0 for no effect and ±100 for the full control effect; nearly all actives have a fitted effect of over 75% in size
Target sequence (Q96KQ7 913-1193 limits assumed): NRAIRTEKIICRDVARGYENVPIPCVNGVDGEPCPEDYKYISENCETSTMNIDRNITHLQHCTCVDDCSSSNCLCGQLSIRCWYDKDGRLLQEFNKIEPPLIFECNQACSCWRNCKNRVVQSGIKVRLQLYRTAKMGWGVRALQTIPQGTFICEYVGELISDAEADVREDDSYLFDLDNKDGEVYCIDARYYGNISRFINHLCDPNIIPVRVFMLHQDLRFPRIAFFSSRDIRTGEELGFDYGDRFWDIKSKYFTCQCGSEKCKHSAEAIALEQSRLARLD
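Enzyme 20 nM + cpd, 15 min RT; add b-H3K9 pep 500 nM / SAM 20 uM; 2 h RT; anti-H3K9me1 Ab 0.5 ug/mL + SA donor / anti-rabbit acceptor beads 20 ug/mL each, 10 min; AlphaScreen read.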
RGS4 inhibitor = inhibitors of human regulator of G protein signaling 4. P49798. Transcreener GDP fluorescence polarization, RGS4-accelerated GTP hydrolysis. Potency, µM (highest dose often 114 µM), inactives show at the highest dose activity change, negative = inhibition, hits mostly inhibitors. actives 0.039% (n = 390,000). AID 504845; also: potency is read from the fitted curve at half-maximal effect; % is scaled to controls: 0 for no effect and ±100 for the full control effect; nearly all actives have a fitted effect of over 75% in size; some results filed as inactive show a strong effect at the top dose
Target sequence (P49798 whole entry, looked up): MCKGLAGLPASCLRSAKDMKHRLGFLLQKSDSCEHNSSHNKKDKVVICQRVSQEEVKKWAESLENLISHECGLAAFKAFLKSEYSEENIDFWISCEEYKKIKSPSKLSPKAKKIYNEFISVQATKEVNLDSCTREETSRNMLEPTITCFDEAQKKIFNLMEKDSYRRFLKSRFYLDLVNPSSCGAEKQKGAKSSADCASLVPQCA
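MLSMR compounds (23 nl, pin-transferred) preincubated 10 min at room temperature with a 500nM (2x) first reagent, then RGS4 at 900nM (2x) plus Transcreener GDP mix added; fluorescence polarization (620/688 nm) read before and after 90 min at 30 °C.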
BAZ2B block = BAZ2B (human) inhibition | AlphaScreen BAZ2B-H3K14Ac peptide displacement | Potency, µM (series often up to 114 µM), without a hit: top-dose activity change, negative = inhibition, actives largely listed as inhibitors | actives 4.4% (n = 360,000) | AID 504333; also: potency is read from the fitted curve at half-maximal effect; % is scaled to controls: 0 for no effect and ±100 for the full control effect; nearly all actives have a fitted effect of over 60% in size
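AlphaScreen displacement: compounds (up to 110uM) incubated 30 min at room temperature with a preformed 50 nM BAZ2B/50 nM biotinylated H3K14Ac peptide complex in PBS pH 7.4 with Tween-20. Donor and acceptor beads at 10 ug/mL final added, 20 min light-protected before reading.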
An asterisk follows results filed as active; ? = inconclusive; . = not tested or not shown; & = joins results of further samples; [ ] = dose if it differs, or a comment. Unless noted, calls follow the shape of the dose curve; as a rule, active = well fitted curve in the direction sought with a large enough effect; inconclusive = small, poorly fitted or top-dose-only effect, or another doubt; inactive = no such curve, though single readings can be large; an effect the other way counts as inactive or inconclusive. A portion of the library (hit frequency here may not be typical).

SMILES | HP1b binding inh | ALOX12 inh | JMJD2A Tudor | GLS inh | PI4K2A block | ERG Ets-DNA blk | G9a block | RGS4 inhibitor | BAZ2B block
C[C@H](CO)N1C[C@H](C)[C@@H](CN(C)Cc2ccncc2)Oc2c(NC(=O)C3CC3)cccc2C1=O | 28% | -1% | -16% | 4% | 0 | -6% | . | -8% | .
COc1ccccc1CNc1nc(S(=O)(=O)c2ccccc2)c(Cl)s1 | 20% | 1% | -17% | -3% | 19 | 1% | ? | 10% | ?
O=C(NC1CCCCC1)N1CCCC(c2nc(-c3cccs3)no2)C1 (configuration not stated) | 36% | -7% | -18%[11.4 µM] | 4% | -2 | 7% | 11% | 3%[11.4 µM] | 8%
CCc1cccc(NC(=O)CN(C)S(=O)(=O)c2ccc3[nH]c4c(c3c2)CCCC4)c1 | -9% | ? | ? | 2% | -1 | 9% | ? | 22% | ?
Cc1cccc(CSc2nc3ccncc3n2CC(=O)N(C)C2CCCCC2)c1 | 22% | -22% | -8% | -15% | -4 | 1% | -1%[59 µM] | 13% | 2%
CC1CCCC(C)N1CCCNC(=O)Cn1c(=O)c2cccn2c2cccnc21 (configuration not stated) | 63%[activator] | -12% | -9% | -3% | 8 | -8% | . | -2%[11.4 µM] | -15%
COCCC1CCCCN1Cc1cn(-c2ccccc2)nc1-c1ccc2c(c1)OCO2 (configuration not stated) | 8%[57 µM] | 0% | -12% | 13% | 3 | 12% | . | 8% | -5%
N/N=C1\CCCc2nonc21 | 37% | 1% | 9% | 3% | 2 | 15% | 1% | 1% | -16%
Cc1cc(C)cc(NC(=O)c2ncn(-c3ccccc3)n2)c1 | 21% | -24% | -7% | -6% | 1 | -1% | -9%[59 µM] | 14% | -13%
O=C(c1ccccc1)c1ccc(OC(=O)C2CCCCC2)cc1 | 128%[activator] | -11% | 54%[activator] | 1% | 1 | 13% | 122%[activator] | 27% | 74%[activator]
Cn1c(=NC(=O)c2ccc(F)cc2)sc2cc(Br)ccc21 | 35% | -18% | -12% | 0% | 3 | 3% | -19%[59 µM] | -16% | 9%
N#Cc1ccccc1N1CCN(C(=O)c2ccc(NC(=O)c3ccc(Br)o3)cc2)CC1 | -27% | . | 56µM* | -8% | -18 | -7% | 14%[2.33 µM] | -20% | 50µM*
Cc1ccc(S(=O)(=O)CC(N)=O)cc1 | 17% | 7%[57.4 µM] | 7% | 10% | -1 | . | 16%[12.7 µM] | 13% | -4%
Clc1ccc(CSc2cnnc3ccccc23)cc1Cl | 13% | 2% | -16% | 1% | 8 | -14% | . | -4% | .
COc1ccc(Cl)cc1NC(=O)C/C(C)=N/NC(=O)CCc1ccccc1 | 23% | 4% | -24% | -13% | 1 | 2% | 25% | 5% | -11%
Cc1cc(C)cc(NC(=O)C2(c3ccccc3)CC2(Cl)Cl)c1 (configuration not stated) | 43%[activator] | -2% | 10% | 13% | -1 | 3% | -3%[59 µM] | 10% | 19%
O=C(NCCCN1CCN(c2cccc(Cl)c2)CC1)Nc1ccccc1C(F)(F)F | 8% | -15% | ? | 3% | -1 | 0% | -9%[59 µM] | 0% | -24%
COc1ccccc1C/C(N)=N/OC(=O)COc1ccc(C)cc1 | 135%[activator] | -25% | 141%[activator] | 6% | 0 | -5% | 18%[0.501 µM] | 6% | -13%
O=C(O)COc1ccc(Br)cc1CP(=O)(c1ccccc1)c1ccccc1 | -2% | 7% | -16% | 7% | 1 | 0% | 5% | -4% | 35%[activator]
COc1ccc(S(=O)(=O)N2CCCCCC2)cc1C(=O)N1CCN(c2ccccc2C)CC1 | 23% | -12% | -18% | -7% | 7 | -7% | 5%[12.7 µM] | -5% | 0%
Cc1sc2nc(CSC(C)C(=O)N3CCOCC3)[nH]c(=O)c2c1C (configuration not stated) | 23% | 428%[activator] | -19% | 2% | 4 | 2% | . | -28% | -2%
Cc1ccc(S(=O)(=O)N2CCCCC2CCNC(=O)C(=O)NCc2ccncc2)cc1 (configuration not stated) | 34% | -1% | -6% | 7% | 0 | 8% | 1%[0.501 µM] | -34% | 0%
Cc1cc2ccccn2c1C(=O)c1ccc(S(=O)(=O)N(C)C)cc1 | -7% | -15% | ? | -2% | 4 | 11% | ? | -5% | -1%
Fc1ccc(CNc2ncnc3cc(Cl)ccc23)cc1 | 46%[activator] | 0% | -5% | -12% | -1 | 11% | 2% | -38% | -3%
O=C(NCc1ccccc1F)C(=O)NCC(c1ccc2c(c1)OCO2)N1CCOCC1 (configuration not stated) | 25%[57 µM] | 1% | ? | 9% | -2 | -2% | 4%[59 µM] | -6% | 3%
O=C(CSc1nccn1-c1cccc(F)c1)NC1CCCC1 | 28% | 2% | -3% | 11% | -3 | . | . | -27% | .
COc1ccccc1CNC(=O)C1CCN(C(=O)[C@@H]2Cc3ccccc3CN2)CC1 | 2% | -5% | -30% | 0% | -4 | 11% | . | 24% | -2%
Cc1noc(C)c1C(=O)Nc1ccc(S(=O)(=O)N2CCCCC2)cc1 | 12% | 0% | 0% | 11% | 1 | -1% | -8% | 1% | -4%
O=S(=O)(Nc1nc2ccccc2[nH]1)c1ccccc1 | 15% | 15% | -15% | 1% | 2 | 1% | 12%[59 µM] | 13% | .
COc1ccc(Oc2c(Cl)cnn(-c3ccc(C)cc3)c2=O)cc1 | 51%[activator] | 14% | 3% | -9% | 6 | 4% | 18%[59 µM] | ? | 22%
CCC(Oc1cc(Cl)ccc1Cl)C(=O)NN1C(=O)C2C3CCC(C3=C(C)C)C2C1=O (configuration not stated) | 26% | -10% | -11% | 5% | -8 | -2% | 16%[59 µM] | -6% | 3%
Cc1nn2c(=S)[nH]nc2[nH]c1=O | -16% | -10% | 28µM* | ? | -8 | 11% | 7.1µM* | ? | .
CCOC(=O)c1ccc(NC(=O)c2nc[nH]c2C(=O)NC2CCN(C(=O)OC(C)(C)C)CC2)cc1 | 43%[activator] | 17% | -14% | 5% | 0 | -1% | -3%[12.7 µM] | 2% | -14%
CCN1C(=O)[C@H]2[C@@H](c3ccc(-c4ccc5c(c4)OCO5)c(OC)c3)N[C@@](Cc3ccccc3)(C(=O)OC)[C@H]2C1=O | 47%[activator] | -24% | -29% | 1% | -4 | -10% | -40%[2.33 µM] | -1% | -23%
CCOCCCn1c(=S)[nH]c2cc(C(=O)N3CCC(C(N)=O)(N4CCCCC4)CC3)ccc2c1=O | 47%[activator] | 0% | 22µM* | -4% | -1 | 6% | ? | -7% | 2%
O=C(CCn1c(=S)oc2ccccc21)N1CCN(c2ccc(F)cc2)CC1 | 12% | -5% | -25% | 13% | -5 | -3% | . | 8% | ?
Cc1ccc(C(=O)Nc2cccc(C(F)(F)F)c2)cc1NC(=O)c1nccnc1N | 34% | -2%&0% | 1% | -8%&-9% | -5&5 | -6% | -10%[12.7 µM] | ? | 7%
CC(=O)C1=C(c2cccc([N+](=O)[O-])c2)N(C(C)=O)n2c(nnc2-c2ccc(C)cc2)S1 | 29% | 8% | 0% | 6% | 6 | 9% | -7%[59 µM] | -24% | -18%
Cc1cccc(C)c1NC(=O)COc1ccc2c(C)c(Cc3ccccc3)c(=O)oc2c1C | 25% | -21% | -10% | 0% | 1 | -19% | 11%[59 µM] | -21% | -22%
Cc1nn2c(=O)cc(COC(=O)c3ccc(NC(=O)C4CCCCC4)cc3)nc2s1 | -5% | ? | -21% | -12% | -8 | -2% | -2%[59 µM] | 6% | -2%
COc1cc(C(=O)Nc2cc(S(C)(=O)=O)ccc2Cl)ccc1OCC(=O)N1CCOCC1 | 17% | 14% | -13% | -2% | -4 | 13% | 12%[12.7 µM] | 21% | 5%
Cc1ccc(NC2c3ncccc3C(=O)N2Cc2cccs2)cc1 (configuration not stated) | -10% | ? | 14µM* | ? | 0 | -3% | 45µM* | -32% | .
Cc1ccc(N(CC(=O)NCc2ccco2)C(=O)CNS(=O)(=O)c2ccccc2)c(C)c1 | -7% | 2% | -23% | 0% | 2 | -5% | -3% | -5% | -21%
COc1ccc(CCNC(=O)CCCNC(=O)Cn2cnc3sc(C)c(C)c3c2=O)cc1OC | 27% | -6% | -7% | -6% | 1 | -9% | 0% | -12% | -11%
COC(=O)c1ccccc1S(=O)(=O)N1CCC(C(=O)N2CCC2)CC1 | 41%[activator] | 1% | -8% | 8% | -1 | 8% | 5%[2.33 µM] | -21% | -5%
O=C(CCCn1ccc2cc(S(=O)(=O)N3CCCC3)ccc21)NCc1ccc(Cl)cc1 | -3% | -4% | -17% | -1% | -4 | 1% | -5%[59 µM] | 15% | -18%
O=C1CNC(=S)N1C1CCCCCC1 | 39%[activator] | 9% | 1% | 6% | 8 | 1% | -7% | -5% | -21%

Compound profiles (already shown).
COC(=O)c1ccccc1S(=O)(=O)N1CCC(C(=O)N2CCC2)CC1 is listed with HP1b binding inh: 41%[activator]; ALOX12 inh: 1%; JMJD2A Tudor: -8%; GLS inh: 8%; PI4K2A block: -1; ERG Ets-DNA blk: 8%; G9a block: 5%[2.33 µM]; RGS4 inhibitor: -21%; BAZ2B block: -5%
Cc1cccc(C)c1NC(=O)COc1ccc2c(C)c(Cc3ccccc3)c(=O)oc2c1C is listed with HP1b binding inh: 25%; ALOX12 inh: -21%; JMJD2A Tudor: -10%; GLS inh: 0%; PI4K2A block: 1; ERG Ets-DNA blk: -19%; G9a block: 11%[59 µM]; RGS4 inhibitor: -21%; BAZ2B block: -22%
